# Bioassay records (PubChem)
# pPAFAH FP inh – pPAFAH enzyme inhibitors, primary screen, biochemical, fluorescence polarization, human; inhibition, % at 3.39 µM; 330,000 compounds, 1.5% hits; Platelet-activating factor acetylhydrolase (Homo sapiens), Q13093; recombinant pPAFAH, FP-rhodamine probe fluorescence polarization;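 active means inhibition above the mean inhibition across the screen plus 3 SD, cut at about 25% in these data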;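 further: inhibitors block binding of the rhodamine activity-based probe so polarization drops; 0% = enzyme with DMSO and 100% = wells lacking pPAFAH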
# Target sequence (Q13093 whole entry, looked up): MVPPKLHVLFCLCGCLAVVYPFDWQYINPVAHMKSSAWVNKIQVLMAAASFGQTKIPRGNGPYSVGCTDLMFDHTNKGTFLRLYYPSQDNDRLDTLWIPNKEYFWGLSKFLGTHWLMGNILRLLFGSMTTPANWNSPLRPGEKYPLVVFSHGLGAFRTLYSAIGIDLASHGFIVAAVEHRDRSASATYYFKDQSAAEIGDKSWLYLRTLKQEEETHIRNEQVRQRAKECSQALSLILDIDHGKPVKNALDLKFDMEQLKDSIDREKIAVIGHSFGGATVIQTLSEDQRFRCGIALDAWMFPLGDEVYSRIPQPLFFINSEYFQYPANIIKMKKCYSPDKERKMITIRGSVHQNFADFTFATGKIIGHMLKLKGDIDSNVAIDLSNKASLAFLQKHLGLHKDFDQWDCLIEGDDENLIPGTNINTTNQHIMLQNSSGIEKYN
# LYPLA1 counter – LYPLA1 inhibitors, primary screen, counter-screen for PME1 inhibitor project, biochemical, fluorescence polarization, FP-Rh probe ABPP; Acyl-protein thioesterase 1 (Homo sapiens), O75608; recombinant LYPLA1; inhibition, % at 5.9 µM; 320,000 compounds, 0.16% hits; AID 2174, 2009;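 active means inhibition above the mean of all tested compounds plus 3 SD, set per campaign, cut at about 14% in these data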;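 further: inhibitors block serine hydrolase probe labeling of LYPLA1 so polarization falls; 0% = enzyme with DMSO and 100% = wells lacking LYPLA1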
# PAFAH2 FP inh – PAFAH2 enzyme inhibitors, primary screen, biochemical, fluorescence polarization, human. Platelet-activating factor acetylhydrolase 2, cytoplasmic (Homo sapiens), Q99487. recombinant PAFAH2, FP-rhodamine activity probe. inhibition, % at 3.39 µM. 340,000 compounds, 0.99% hits;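 active means inhibition above the mean over all tested compounds plus 3 SD, cut at about 30% in these data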;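 further: inhibitors block probe labeling of enzyme so polarization drops; 0% = enzyme with DMSO and 100% = wells lacking PAFAH2 protein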
# PAD4 FP inh – human PAD4 inhibitors, primary screen, biochemical, fluorescence polarization, 1536-well format; Protein-arginine deiminase type-4 (Homo sapiens), Q9UM07; recombinant PAD4, RCA probe fluorescence polarization; inhibition, % at 6.36 µM; 330,000 compounds, 0.41% hits; AID 485272, 2010;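 active means percent inhibition above a cutoff equal to the mean of all tested compounds plus 3 SD, cut at about 15% in these data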;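 further: 0% = PAD4 with RCA probe and DMSO and 100% = probe without PAD4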
# PAFAH1B2 inh – PAFAH1B2 enzyme inhibitors, primary screen, biochemical, fluorescence polarization, human. Platelet-activating factor acetylhydrolase IB subunit alpha2 (Homo sapiens), P68402. recombinant PAFAH1B2, FP-rhodamine activity probe. inhibition, % at 3.39 µM. 340,000 compounds, 1.2% hits. AID 492953, 2010;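 active means inhibition above the mean of all tested compounds plus 3 SD, cut at about 24% in these data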;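 further: 0% = enzyme with DMSO and 100% = wells lacking PAFAH1B2; many of its hits are not listed in these tables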
# Target sequence (P68402 whole entry, looked up): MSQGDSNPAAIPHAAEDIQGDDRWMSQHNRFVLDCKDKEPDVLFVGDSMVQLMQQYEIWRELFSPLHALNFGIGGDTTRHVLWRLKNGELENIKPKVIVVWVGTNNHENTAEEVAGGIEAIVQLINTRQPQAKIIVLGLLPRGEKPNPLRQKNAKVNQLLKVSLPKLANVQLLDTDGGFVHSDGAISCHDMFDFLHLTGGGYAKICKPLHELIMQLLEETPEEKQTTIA
# PREPL inhibitor – PREPL enzyme inhibitors, primary screen, biochemical, fluorescence polarization; recombinant PREPL, fluorescence polarization activity-based probe; inhibition, % at 5.96 µM; 320,000 compounds, 0.68% hits; in the data active means inhibition above about 43%;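 further: 0% = enzyme with DMSO and 100% = wells lacking enzyme; many of its hits are not listed in these tables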
# PAFAH1B3 FP inh – PAFAH1B3 enzyme inhibitors, primary screen, biochemical, fluorescence polarization, human; AID 492972, 2010; 340,000 compounds, 0.28% hits; recombinant PAFAH1B3, FP-rhodamine probe; inhibition, % at 3.39 µM;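 active means inhibition above the screen-wide average of all tested compounds plus 3 SD, cut at about 25% in these data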;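 further: 0% = enzyme with DMSO only and 100% = wells lacking PAFAH1B3 protein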
# Target sequence (Q15102 whole entry, looked up): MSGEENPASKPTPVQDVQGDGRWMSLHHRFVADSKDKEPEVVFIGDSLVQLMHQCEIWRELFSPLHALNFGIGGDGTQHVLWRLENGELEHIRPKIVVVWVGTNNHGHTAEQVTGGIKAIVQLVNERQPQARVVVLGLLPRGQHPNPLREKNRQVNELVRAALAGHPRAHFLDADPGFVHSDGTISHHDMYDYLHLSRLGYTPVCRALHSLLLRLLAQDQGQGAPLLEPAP
# GSTO1 counter – inhibitors of recombinant GSTO1, primary screen, counter-screen for RBBP9 inhibitor project, biochemical, fluorescence polarization; inhibition, % at 5.96 µM; 300,000 compounds, 1.1% hits; AID 1974, 2009; activity-based probe fluorescence polarization;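 active means inhibition above the campaign mean inhibition plus 3 SD, cut at about 35% in these data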;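 further: 0% = GSTO1-1 with DMSO and 100% = wells lacking GSTO1-1 enzyme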
# LYPLA2 counter – LYPLA2 inhibitors, primary screen, counter-screen for PME1 inhibitor project, biochemical, fluorescence polarization, FP-Rh probe ABPP. 320,000 compounds, 0.38% hits. recombinant LYPLA2. Acyl-protein thioesterase 2 (Homo sapiens), O95372. inhibition, % at 5.9 µM;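 active means inhibition above the screen-wide mean plus 3 SD, limit set per campaign, cut at about 26% in these data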;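 further: 0% = LYPLA2 with DMSO and 100% = wells lacking LYPLA2 enzyme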
# * = called active by the depositor; . = not tested or not shown; & = joins results of further samples. Not all compounds are listed; the hit share may differ from the screen's.
SMILES,pPAFAH FP inh,LYPLA1 counter,PAFAH2 FP inh,PAD4 FP inh,PAFAH1B2 inh,PREPL inhibitor,PAFAH1B3 FP inh,GSTO1 counter,LYPLA2 counter
COc1ccc2c3c([nH]c2c1)C1CC2C(CC(O)C(OC)C2C(=O)O)CN1CC3 (centres undefined),6.0,-0.8,7.1,-5.4,3.2,11.6,10.0,8.0,2.9
CN1C(=O)C(O)(CC(=O)/C=C/c2ccco2)c2ccccc21 (centres undefined),-5.8,1.4,0.1,0.8,7.2,9.1,9.8,5.7,5.1
CC(=O)c1c(C)oc2ccc(N(C(=O)C3CCCCC3)S(=O)(=O)c3cc([N+](=O)[O-])ccc3C)cc12,1.8,-5.8,4.5,-2.7,2.0,2.6,12.8,2.0,-3.8
CC1=NN(C(=O)COc2ccccc2C)C(O)(c2ccc(Cl)cc2)C1 (centres undefined),5.8,-2.0,-3.2,1.5,-1.5,-8.0,5.6,18.5,-0.2
CCOc1c(Br)cc(C2NS(=O)(=O)N=C3CCCCCN32)cc1OC (centres undefined),-4.6,0.1,2.9,-1.7,1.3,-8.7,6.5,-0.5,-2.5
C/C(=N\Nc1ccc(F)cc1)c1ccncc1,11.5,2.0,-3.9,1.5,8.0,1.8,4.2,0.4,6.3
CC(C)C(=O)NNC(=O)c1csc(-c2cccs2)n1,-1.8,-1.0,-6.5,-2.0,-1.4,15.8,0.6,0.3,-2.1
Cc1cc(Cn2ccnc2)c(C)c([N+](=O)[O-])c1Cn1ccnc1,2.2,-0.6,1.1,1.5,1.2,18.3,6.1,-2.1,0.8
CCCN(CCC)CCCNC(=S)Nc1ccc2nc(N3CCCC3)cc(C)c2c1,0.1,0.3,6.3,-0.1,2.1,26.1,-3.7,-5.6,-1.3
O=C1NCCN(C(=O)CCc2nnc(-c3ccsc3)o2)C1c1ccc(F)cc1 (centres undefined),4.0,-0.8,-5.4,3.1,4.9,4.2,11.0,0.4,0.3
CCOc1ccc(NC(=O)Cc2ccc(S(=O)(=O)N3CCOCC3)s2)cc1OCC,8.0,1.2,4.2,-3.9,2.4,1.4,5.8,-1.3,0.3
Cc1cccc(N(C(=O)CCC(=O)Nc2cc(C)on2)C(C(=O)NC2CCCC2)c2ccccc2)c1 (centres undefined),7.7,-1.3,10.0,0.7,2.9,-8.4,1.1,0.6,6.7
CCn1cc(NC(=O)Nc2ccc(OC)c(OC)c2)c(C(N)=O)n1,1.3,4.7,-7.6,0.4,2.1,-2.9,1.2,2.7,8.2
CC(=O)C1=C(O)C(=O)N(c2cccc(C(=O)O)c2)C1c1ccc(F)cc1 (centres undefined),3.1,-4.7,5.9,2.1,-0.2,-2.9,0.5,-0.2,-2.7
Cc1nn(CC(=O)NCc2ccccn2)c(C)c1[N+](=O)[O-],-0.2,-3.2,5.2,0.7,0.9,15.2,3.7,4.1,-5.5
COC(=O)c1c(NC(=O)CC2SC(N)=NC2=O)sc2c1CCC(C(C)(C)C)C2 (centres undefined),16.2,0.5,-3.6,1.2,-10.3,-0.6,-9.1,1.0,-10.9
Cc1c(C(=O)OCC(=O)N(C)Cc2ccc(Cl)cc2)oc2ccccc12,0.9,-3.1,8.1,-0.5,1.9,-11.4,-2.8,.,4.2
CC(C)N1CCN(Cc2ccc(C#CC(C)(C)O)cc2)CC1CCO (centres undefined),-2.6,-2.7,1.0,-6.7,1.2,5.3,2.9,-4.9,-3.1
Cc1cc(C)n(CCCNC(=O)c2cc(COc3ccc(C)c(C)c3)on2)n1,7.7,1.4,-2.5,-3.6,12.9,5.6,14.3,0.3,3.7
COc1ccc(/C=N/OCC(=O)Nc2cc(C)on2)cc1OC,-2.0,1.8,5.6,3.4,2.5,2.9,-1.6,7.8,4.3
CCCn1ncc(CN2CCC(C(=O)Nc3cccc(-c4cccc(F)c4)c3)CC2)c1C,1.0,-6.5,0.5,-5.3,3.1,-19.9,4.9,4.3,-8.8
CCCCc1oc2c(c(=O)c1C)C(=O)CC(c1ccccc1)C2 (centres undefined),5.1,5.3,5.6,-3.5,-4.3,17.1,1.6,6.3,1.2
CC(=O)n1cc(/C=N/NC(=O)c2ccccc2Cl)c2ccccc21,1.6,-4.8,5.7,-2.2,2.6,-0.7,7.9,-2.8,-2.7
COCCN(CCOC)S(=O)(=O)c1ccc(OC)cc1,-1.2,0.0,1.8,1.1,5.9,-0.5,7.2,4.4,0.5
COc1ccc(C(=O)N/C(=C\c2ccccc2)C(=O)Nc2ccc(C(=O)NCC(=O)O)cc2)cc1,0.7,4.8,5.8,2.1,-4.2,5.7,5.8,-0.5,6.6
Cn1c2ccccc2c2cnn(CC(=O)O)c(=O)c21,1.0,0.3,-1.9,-2.1,8.6,-3.3,4.8,-0.5,-10.2
Cc1cc(C)nc(/N=C2/NC(=O)CS2)n1,-1.7,2.8,2.9,7.4,4.0,1.6,2.6,2.4,4.4
COc1ccccc1C(CC(=O)Nc1nccs1)c1ccco1 (centres undefined),7.0,4.1,0.6,-0.8,0.0,-17.8,10.1,1.6,-2.4
O=C(NCc1cccnc1)c1cccc(F)c1,-1.6,-4.7,-1.5,2.0,-2.6,0.6,1.9,-6.6,-9.2
CCC1=NN(C(=O)Cc2ccc(OC)cc2)C(O)(C(F)(F)F)C1 (centres undefined),1.4,-1.6,4.0,-1.0,4.4,-11.7,6.8,2.8,-1.4
COc1cc(CNc2ccc3c(c2)CCC3)cc(OC)c1O,4.2,-0.9,1.8,-0.5,7.0,9.3,5.8,4.5,2.5
CNC(=O)Nc1cccc(C(F)(F)F)c1,2.4,-3.0,0.2,-0.3,3.2,6.8,0.4,-3.1,-2.6
COc1ccc(/C=N\NS(=O)(=O)c2ccc(Cl)cc2)cc1COc1ccccc1[N+](=O)[O-],7.9,-1.6,-1.5,-1.1,5.3,-2.9,3.1,0.5,-4.0
O=C(CN1C(=O)NC2(CCCC2)C1=O)OCc1c(F)cccc1Cl,0.1,0.1,6.3,0.2,1.3,-0.9,5.9,1.1,-0.8
COc1ccc(C2=NN(C(=O)CSc3nnc(-c4ccccc4F)o3)C(c3ccco3)C2)cc1 (centres undefined),1.1,-9.6,-0.9,0.2,0.9,22.5,-8.1,-0.9,-7.7
COc1cccc(-c2nn(-c3ccc(C)cc3)cc2C(=O)N2CCc3cc(OC)c(OC)cc3C2)c1,-5.5,-8.6,-4.6,-2.5,1.7,3.8,-2.1,-20.1,-10.2
O=C(CCCOc1ccccc1)Nc1cccc(C(=O)O)c1,2.7,4.8,0.9,-1.6,5.4,-5.3,8.0,-0.6,11.9
CN1CCc2c(c3ccccc3n2Cc2ccccc2)C1,0.3,-1.2,-3.5&2.8,-2.1,1.8&2.8,6.9,0.9&0.8,-5.8,3.0
CC(C)CN(C(=O)COC(=O)c1cccc2ccccc12)c1c(N)n(Cc2ccccc2)c(=O)[nH]c1=O,0.9,-0.1,-6.1,-3.4,2.0,0.9,-5.4,-1.3,1.9
CCCCc1cc(=O)oc2c(CN3CCCC3)c(O)ccc12,-3.3,-0.6,0.3,4.7,4.2,-4.3,4.4,3.0,-2.1

# Eight successive compounds out of the list so far:
SMILES,pPAFAH FP inh,LYPLA1 counter,PAFAH2 FP inh,PAD4 FP inh,PAFAH1B2 inh,PREPL inhibitor,PAFAH1B3 FP inh,GSTO1 counter,LYPLA2 counter
COc1ccc(/C=N\NS(=O)(=O)c2ccc(Cl)cc2)cc1COc1ccccc1[N+](=O)[O-],7.9,-1.6,-1.5,-1.1,5.3,-2.9,3.1,0.5,-4.0
O=C(CN1C(=O)NC2(CCCC2)C1=O)OCc1c(F)cccc1Cl,0.1,0.1,6.3,0.2,1.3,-0.9,5.9,1.1,-0.8
COc1ccc(C2=NN(C(=O)CSc3nnc(-c4ccccc4F)o3)C(c3ccco3)C2)cc1 (centres undefined),1.1,-9.6,-0.9,0.2,0.9,22.5,-8.1,-0.9,-7.7
COc1cccc(-c2nn(-c3ccc(C)cc3)cc2C(=O)N2CCc3cc(OC)c(OC)cc3C2)c1,-5.5,-8.6,-4.6,-2.5,1.7,3.8,-2.1,-20.1,-10.2
O=C(CCCOc1ccccc1)Nc1cccc(C(=O)O)c1,2.7,4.8,0.9,-1.6,5.4,-5.3,8.0,-0.6,11.9
CN1CCc2c(c3ccccc3n2Cc2ccccc2)C1,0.3,-1.2,-3.5&2.8,-2.1,1.8&2.8,6.9,0.9&0.8,-5.8,3.0
CC(C)CN(C(=O)COC(=O)c1cccc2ccccc12)c1c(N)n(Cc2ccccc2)c(=O)[nH]c1=O,0.9,-0.1,-6.1,-3.4,2.0,0.9,-5.4,-1.3,1.9
CCCCc1cc(=O)oc2c(CN3CCCC3)c(O)ccc12,-3.3,-0.6,0.3,4.7,4.2,-4.3,4.4,3.0,-2.1

# Returning to the listing, starting 2 compounds before the break.
SMILES,pPAFAH FP inh,LYPLA1 counter,PAFAH2 FP inh,PAD4 FP inh,PAFAH1B2 inh,PREPL inhibitor,PAFAH1B3 FP inh,GSTO1 counter,LYPLA2 counter
CC(C)CN(C(=O)COC(=O)c1cccc2ccccc12)c1c(N)n(Cc2ccccc2)c(=O)[nH]c1=O,0.9,-0.1,-6.1,-3.4,2.0,0.9,-5.4,-1.3,1.9
CCCCc1cc(=O)oc2c(CN3CCCC3)c(O)ccc12,-3.3,-0.6,0.3,4.7,4.2,-4.3,4.4,3.0,-2.1
Cc1ccc(NC(=O)COC(=O)CC2CCCC2)cc1F,29.5*,.,79.2*,-1.9,-2.5,12.8,0.4,.,.
COc1ccc(/C=N/NC(=O)c2nc(-c3ccccc3)n(-c3ccccc3)n2)c(O)c1,4.7,-6.6,1.8,1.1,6.4,2.5,13.3,8.8,-1.6
COc1ccc(N2C(=O)CC(N3CCC(C(N)=O)CC3)C2=O)cc1 (centres undefined),-9.7,-1.3,2.2,-4.5,4.0,-0.9,1.4,-1.8,2.0
CCCCC(=O)Nc1c2c(nn1-c1ccc(C)cc1)CS(=O)(=O)C2,6.3,3.8,-6.0,1.1,-0.7,-1.8,1.0,4.8,-2.4
Cc1sc2nc(CN(Cc3ccccc3)C(=O)NC3CCCCC3)[nH]c(=O)c2c1C,2.6,-2.3,-2.6,9.7,-3.4,13.4,2.8,-7.3,-6.1
CC(C)C(=O)Nc1ccc(N2CCN(S(C)(=O)=O)CC2)cc1,-10.9,-1.4,-6.1,-2.6,1.5,6.8,0.6,-11.0,-3.6
Cc1ccc(Nc2cc(=O)n(C3CCCCC3)c(=O)[nH]2)cc1C,1.8,0.4,-0.1,1.1,5.7,6.8,1.7,-10.1,-7.7
CC1CCCCN1c1ncnc(N)c1[N+](=O)[O-] (centres undefined),0.0,-0.4,-0.8,-1.3,-0.1,-8.8,8.6,3.3,-4.8
